Source: PubChem BioAssay
Tn7 DDE FP – inhibitors of Tn7 peptide binding to human fibrin DD(E) | FP displacement of FITC-Tn7 peptide from fibrin DD(E); 0% = median of compound wells per plate | actives 0.13% (n = 370,000) | inhibition, % at 8.3 µM;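 active means inhibition above the mean of compounds falling within the control limits plus 3 SD of them, cut at about 14% in these data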;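 further: 0% = plate median of compound wells and 100% = 10 µM Aha-Tn7 peptide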
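Assay system: Human fibrin DD(E) protein | Medium: Tris buffer with calcium and detergent, pH 7.8 | Reagent: 0.1 µM fluorescent Tn7 | Compound dosing: Single point at 8.3 µM | Times: 10 min preincubation, 3 h with tracer, room temperature | Detection: Fluorescence polarization of the labelled Tn7 tracer | Controls: Aha-Tn7 high control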
ADAM17 inh – ADAM17 inhibition, QFRET primary screen | recombinant ADAM17, EDANS/DABCYL FRET peptide cleavage | actives 0.83% (n = 370,000) | inhibition, % at 6.95 µM | P78536;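 active means inhibition above the mean of compounds lying between control limits plus 3 SD, set per campaign, cut at about 8.5% in these data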;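 further: 0% = DMSO-only wells as the low control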
ARFGAP1 inhibitor – inhibitors of rat ARFGAP1; actives 0.26% (n = 360,000); Q62848; inhibition, % at 16.5 µM; Arfgap1-stimulated ARF1 GTP hydrolysis, GDP FP detection; AID 651572;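 active means inhibition above a per-plate limit, mean inhibition of low control wells plus 3 SD, cut at about 25% in these data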;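 further: 0% = DMSO wells with enzyme and 100% = wells lacking Arfgap1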
Target sequence (Q62848 1-136 limits assumed): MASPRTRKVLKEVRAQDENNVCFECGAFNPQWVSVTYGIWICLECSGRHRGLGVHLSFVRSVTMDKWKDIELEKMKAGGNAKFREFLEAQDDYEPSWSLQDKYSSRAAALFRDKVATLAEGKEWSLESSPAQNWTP
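Material: rat Arfgap1 GAP domain (His6, aa 1-136), purified enzyme. Also added: human ARF1(Δ1-17)-GTP substrate. Compound dosing: 16.5 µM single point, 1.26% DMSO. Timing: enzyme reaction 120 min at 25 °C after 20 min preincubation. Signal: GDP detection by fluorescence polarization. Read-out basis: percent inhibition of GAP-stimulated GDP formation, scaled between DMSO and no-Arfgap1 medians.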
PLC-gamma1 inh – inhibitors of human phospholipase C gamma1; P19174; purified PLC-gamma1, fluorogenic substrate, fluorescence; inhibition, % at 12.2 µM; actives 0.84% (n = 370,000); AID 720700; in the data active means inhibition above about 9.5%
TDP2 absorb – blocks human TDP2 phosphodiesterase activity; inhibition, % at 12.8 µM; actives 0.34% (n = 370,000); recombinant TDP2, T5PNP hydrolysis, p-nitrophenol absorbance 415 nm; O95551;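 active means inhibition above the mean of all tested compounds plus 3 SD, set per campaign, cut at about 25% in these data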;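 further: 0% = DMSO with enzyme and 100% = buffer with substrate but no TDP2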
Target sequence (O95551 whole entry, looked up): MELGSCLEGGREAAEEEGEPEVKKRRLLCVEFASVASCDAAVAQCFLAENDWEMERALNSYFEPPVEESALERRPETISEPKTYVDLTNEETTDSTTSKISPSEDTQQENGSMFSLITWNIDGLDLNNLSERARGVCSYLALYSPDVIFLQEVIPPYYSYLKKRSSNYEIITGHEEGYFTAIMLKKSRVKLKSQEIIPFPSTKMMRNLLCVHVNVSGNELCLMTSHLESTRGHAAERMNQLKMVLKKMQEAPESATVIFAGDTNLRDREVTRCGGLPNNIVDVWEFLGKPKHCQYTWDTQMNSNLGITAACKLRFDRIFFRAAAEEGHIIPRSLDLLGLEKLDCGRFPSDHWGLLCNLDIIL
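Assay system: recombinant human TDP2 / Reagent: T5PNP substrate at 5 mM, a TopII-DNA adduct mimic / Measured by: epi absorbance from released p-nitrophenol / Evaluation: % inhibition relative to enzyme-containing and enzyme-free wells / Control set: enzyme-free and DMSO wells / Replicates: each compound tested once, singlicate / Schedule: enzyme reaction with compound for 2 h at 37 °C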
Tn6 DDE FP – disrupts Tn6 cyclic peptide binding to fibrin D-Dimer-E complex | Fibrin DD(E) TRITC-Tn6 fluorescence polarization displacement | inhibition, % at 8.3 µM | actives 0.21% (n = 370,000);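 active means inhibition above a per-campaign cutoff: mean of compounds within control limits plus 3 SD, cut at about 15% in these data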;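 further: 0% = median of all compound wells on the plate and 100% = blocking peptide control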
ASAP1 GAP inh – blocks human ASAP1-stimulated Arf1 GTP hydrolysis | Q9ULH1 | GDP FP detection | inhibition, % at 16.5 µM | actives 0.19% (n = 360,000); in the data active means inhibition above about 25%;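 further: 0% = vehicle with enzyme and substrate and 100% = no enzyme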
Target sequence (Q9ULH1 325-724 limits assumed): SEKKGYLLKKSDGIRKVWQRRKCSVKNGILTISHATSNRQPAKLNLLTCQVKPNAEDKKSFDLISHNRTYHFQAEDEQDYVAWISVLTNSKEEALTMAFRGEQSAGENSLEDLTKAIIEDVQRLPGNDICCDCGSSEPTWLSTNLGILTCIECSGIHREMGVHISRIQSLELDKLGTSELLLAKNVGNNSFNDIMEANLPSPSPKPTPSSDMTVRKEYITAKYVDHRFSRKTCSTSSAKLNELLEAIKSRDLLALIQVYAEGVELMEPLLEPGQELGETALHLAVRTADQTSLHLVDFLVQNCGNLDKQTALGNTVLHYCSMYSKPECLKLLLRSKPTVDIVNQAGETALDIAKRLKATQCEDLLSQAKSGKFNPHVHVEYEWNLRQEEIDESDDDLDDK
PLCb3 inh – blocks human PLC-beta3 enzyme activity; inhibition, % at 12.2 µM; Q01970; actives 0.18% (n = 370,000); Purified PLC-beta3, fluorogenic substrate, fluorescence; in the data active means inhibition above about 11%;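 further: 0% = median of compound wells on plate and 100% = full blocker control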
SIAE primary – inhibitors of human sialic acid acetylesterase SIAE. Q9HAT2. inhibition, % at 9.66 µM. AID 1053197. actives 0.69% (n = 370,000). SIAE FP-Rh probe binding, fluorescence polarization;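 active means inhibition above a cutoff: mean of compounds within the control limits plus 3 SD of those, cut at about 17% in these data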;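 further: 0% = plate median of compound wells and 100% = probe without SIAE protein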
ADAM10 inh – inhibitors of human ADAM10; O14672; inhibition, % at 7 µM; actives 0.62% (n = 370,000); recombinant ADAM10, EDANS/DABCYL FRET peptide cleavage, 3 h; AID 720582;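 active means inhibition above a per-campaign cutoff equal to the mean of compounds falling between control-based bounds plus 3 SD, cut at about 20% in these data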;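 further: 0% = DMSO wells while the 100% control is not disclosed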
Starred values were filed as active, the others as inactive; i = inactive; · = no result given.

SMILES	Tn7 DDE FP	ADAM17 inh	ARFGAP1 inhibitor	PLC-gamma1 inh	TDP2 absorb	Tn6 DDE FP	ASAP1 GAP inh	PLCb3 inh	SIAE primary	ADAM10 inh
COc1ccc(Br)cc1/C=C/C(=O)NCC(=O)O	-3.1	-11.8	15.8	-6.7	-9.2	3.8	-3.1	-9.4	-4.3	-41.9
CCC1C(C#N)=C(SC)NC2=C1C(=O)CC(C)(C)C2 (configuration not stated)	0.5	-9.5	-0.6	-50.0	6.9	1.0	4.2	-65.6	6.4	-32.0
Cn1c2ccc(F)cc2c2ncn(CCN3CCOCC3)c(=O)c21	2.6	-22.8	-7.7	-5.1	-0.6	5.7	-3.7	-5.6	4.7	-86.9
CC(C)n1nnnc1C1c2ccccc2C(=O)N1Cc1ccc(F)cc1 (configuration not stated)	-2.0	-3.4	-3.2	0.9	-3.1	3.8	-7.3	0.9	-0.9	-6.0
O=C1C2C3C=CC(CC3)C2C(=O)N1c1cccc(C(F)(F)F)c1 (configuration not stated)	-1.3	-5.7	0.1	1.4	-0.4	1.2	-1.6	2.1	-4.3	-8.8
Cc1cc(C)n2ncc(C(=O)Nc3ccc(Cl)c(Cl)c3)c2n1	7.7	-1.5	1.5	-2.2	9.9	0.1	11.3	-18.7	-9.8	-2.2
NS(=O)(=O)c1ccc(NC(=O)COC(=O)c2cc([N+](=O)[O-])ccc2Cl)cc1	3.6	0.2	0.5	0.5	-1.6	7.3	2.0	-6.7	-3.4	0.5
O=C(C1CCCN(Cc2ccccc2C(F)(F)F)C1)N1CCCCC1 (configuration not stated)	1.9	-3.5	3.5	-1.7	-13.3	2.9	8.9	-2.8	2.8	1.4
C=CCn1cc(/C=C2\SC(N3CCOCC3)=NC2=O)c2ccccc21	6.1	-2.0	10.1	-15.3	-7.2	-5.1	-2.3	-23.2	4.7	1.2
CN(C)CCCn1c(N)c(C#N)c2nc3ccccc3nc21	-3.3	i	7.1	i	14.1	6.0	4.8	i	-12.0	i
O=C(COC(=O)c1cc[n+]([O-])cc1)Nc1ccc([N+](=O)[O-])cc1	2.4	-0.3	-3.8	-2.4	-9.3	-2.7	0.7	1.6	4.2	-3.3
CN(Cc1ccccc1)C1=CC(=[N+]2CCCC2)CC(C)(C)C1	0.5	0.3	5.4	2.6	-8.7	-6.0	-0.6	-3.8	9.0	6.9
Cc1nn(C)c(Cl)c1NC(=O)OCc1ccc(Cl)cc1Cl	6.4	-0.5	-6.3	6.7	-19.1	2.1	0.1	-1.1	-8.8	5.8
CCCCCC(=O)N1CCN(CCN=CC2=C(O)CC(c3ccco3)CC2=O)CC1 (configuration not stated)	1.9	-1.8	3.8	-5.2	-14.6	-3.5	7.4	-9.9	-2.1	-14.1
CCOc1ccc(CN(C(=O)c2oc3ccccc3c2C)C2CCS(=O)(=O)C2)cc1 (configuration not stated)	6.5	-0.7	-13.5	1.8	0.4	-0.7	-7.6	-2.3	0.2	-2.6
CCN1CCN(CCCNC(=O)c2ccc(NC(=O)C3=CSCCO3)cc2)CC1	1.2	2.5	6.8	-0.6	-5.5	4.0	-11.2	-7.3	3.6	-0.8
Cc1ccc(N(Cc2ccccc2)C(=O)CN2C(=O)NC3(CCCC3)C2=O)cc1	0.0	-3.6	13.0	-1.2	-4.5	2.0	-8.7	-2.0	-4.1	-9.7
COc1cccc(/C=N/NC(=O)Cn2nc([N+](=O)[O-])cc2C)c1	-10.1	0.8	2.6	0.9	-3.6	2.1	-8.3	-4.5	0.6	-5.1
COC(=O)[C@H]1C[C@@]2(O)CN(S(=O)(=O)c3ccc(C)cc3)C[C@@]2(OC(=O)NCc2ccccc2F)C[C@H]1C(=O)OC	-3.8	3.3	6.2	3.8	-7.5	-1.6	2.2	0.3	-2.3	-10.0
Cc1c(Cl)cccc1NC(=O)CNC(=O)Cc1c[nH]c2ccccc12	-10.1	0.1	-10.4	-4.4	5.6	-5.0	-16.1	-7.3	0.0	32.7*
CN[C@H]1C[C@H]2c3[nH]c4c(-c5cccc(C)c5)cccc4c3CCN2C(=O)[C@H]1[C@H](C)O	0.0	-27.1	·	-48.0	-3.4	-0.1	·	-66.8	-4.9	-75.9
O=C(O)c1cccc2cccc(-c3c4ccc(=O)c(O)c-4oc4c(O)c(O)ccc34)c12	5.1	-6.1	-27.0	39.0*	19.3	-7.2	-8.4	-6.4	36.5*	-28.1
CCc1ccccc1NC(=O)C1CC(c2ccc(OC)cc2)=NO1 (configuration not stated)	3.8	2.0	16.7	0.8	-8.9	3.1	14.0	-2.3	-1.4	7.2
CCN(c1ccc2c(c1)OCO2)S(=O)(=O)c1cc2c(cc1Br)CCN2C(=O)C1CC1	-12.4	4.3	4.2	1.0	-14.1	-4.2	10.6	-1.2	-7.4	11.7
Cc1cc(C)nc(NC(=O)/C=C/c2cccs2)c1	1.0	-5.3	18.0	3.8	-15.5	2.5	9.2	-0.6	-6.4	-25.4
CS(=O)(=O)NCCSc1nnnn1-c1ccccc1	0.8	-4.9	-0.8	1.4	8.3	-1.8	6.9	3.5	-0.3	-6.4
O=C1CSC(c2cccc(F)c2)N1c1ccccc1 (configuration not stated)	3.7	-1.4	-13.4	0.1	9.8	11.1	13.8	-2.5	-5.2	-8.7
CCN(CCCNC(=O)CSc1cc(=O)n(C)c2cc(Cl)ccc12)Cc1ccccc1	1.0	-2.2	9.2	-0.6	-10.3	-0.7	7.4	-0.8	-2.7	-12.1
COc1cc(C(=O)NCC(=O)Nc2c(C)cccc2C)ccc1OCC(=O)N1CCOCC1	-9.9	3.3	5.5	7.0	-3.0	-7.3	-1.3	-1.2	1.9	-13.3
Cc1nc(Sc2nnnn2-c2ccccc2)c(C#N)c(C)c1C	-4.5	0.6	-9.8	1.2	4.6	3.6	-5.8	-0.7	-2.0	-10.5
COc1ccc(-c2ncc3ccccn23)cc1OC	-0.3	-6.5	-0.9	-42.8	11.1	-1.6	2.3	-52.1	1.6	-35.1
CCOc1ncccc1C(=O)N1CCN(S(=O)(=O)c2ccc(Br)cc2Cl)CC1	-1.3	-2.3	-6.4	2.9	3.1	-5.4	-3.1	-5.1	3.3	1.7
COC(=O)C1=C(N)OC2=C(C(=O)CCC2)C1c1ccc2c(c1)OCO2 (configuration not stated)	-0.8	1.6	7.5	3.5	11.7	-9.3	0.3	-1.0	8.0	4.7
CC1CC(C)(C)CC2(C1)NC(=O)N(CC(=O)NCCc1ccc3c(c1)OCCO3)C2=O (configuration not stated)	8.1	-2.4	-5.5	3.1	-2.1	0.1	12.7	2.1	-3.4	-5.4
Cc1nc2nc(C)c(CCC(=O)NCc3ccc4c(c3)OCO4)c(C)n2n1	-4.9	-2.4	2.6	-0.4	5.5	2.0	-10.7	2.6	1.4	-2.0
COc1ccc(C2=NC(CO)(CO)CO2)cc1	-1.2	-0.6	8.0	3.9	-5.5	3.0	-3.5	3.3	-0.2	8.8
CC1=CC(=O)C(C(C)C)=CC1=NC(=O)c1ccc(C)cc1	-5.5	4.8	-17.1	11.4*	-12.1	5.7	-3.2	11.0*	-0.8	1.7
CCC(C)N(C(=O)COc1ccc(NC(C)=O)cc1)C1CCS(=O)(=O)C1 (configuration not stated)	8.8	0.0	-1.9	-0.1	-18.0	-6.0	3.3	3.7	6.1	9.7
CC1(C)Cc2c(cnn2-c2ccccc2)C(=O)/C1=N\NC(=O)c1ccccc1O	-0.4	-6.0	3.1	-3.6	5.4	-6.3	6.9	-0.7	-0.7	-6.5
COc1ccc(Nc2ccnc3ccccc23)cc1	-7.6	1.3	3.2	0.0	6.9	0.7	2.6	2.7	4.3	2.3

An excerpt of the results above, as a working copy:
SMILES	Tn7 DDE FP	ADAM17 inh	ARFGAP1 inhibitor	PLC-gamma1 inh	TDP2 absorb	Tn6 DDE FP	ASAP1 GAP inh	PLCb3 inh	SIAE primary	ADAM10 inh
COc1ccc(-c2ncc3ccccn23)cc1OC	-0.3	-6.5	-0.9	-42.8	11.1	-1.6	2.3	-52.1	1.6	-35.1
CCOc1ncccc1C(=O)N1CCN(S(=O)(=O)c2ccc(Br)cc2Cl)CC1	-1.3	-2.3	-6.4	2.9	3.1	-5.4	-3.1	-5.1	3.3	1.7
COC(=O)C1=C(N)OC2=C(C(=O)CCC2)C1c1ccc2c(c1)OCO2 (configuration not stated)	-0.8	1.6	7.5	3.5	11.7	-9.3	0.3	-1.0	8.0	4.7
CC1CC(C)(C)CC2(C1)NC(=O)N(CC(=O)NCCc1ccc3c(c1)OCCO3)C2=O (configuration not stated)	8.1	-2.4	-5.5	3.1	-2.1	0.1	12.7	2.1	-3.4	-5.4

Continued.
SMILES	Tn7 DDE FP	ADAM17 inh	ARFGAP1 inhibitor	PLC-gamma1 inh	TDP2 absorb	Tn6 DDE FP	ASAP1 GAP inh	PLCb3 inh	SIAE primary	ADAM10 inh
COC(=O)/C(=C/c1ccco1)NC(=O)c1ccccc1	-9.2	-0.8	1.4	-6.9	5.1	-3.1	-5.1	-4.9	1.5	-1.3
COc1ccc(CCNCCN2CCOCC2)cc1	-11.4	4.8	11.7	2.1	0.1	-1.4	1.6	-7.8	-2.2	1.7
Cc1ccc(-n2c3c(cc(C(=O)N4CCN(C)CC4)c2=O)C(=O)CC(C)(C)C3)cc1	-3.3	-2.5	1.0	2.0	4.5	-1.8	8.8	0.5	-1.6	-5.7
OC1(Cc2ccccc2)CCNCC1	-3.0	-0.3	-2.6	4.7	14.4	-5.7	0.9	-1.2	8.1	0.4
CCOC(=O)C1CCCc2c1[nH]c1ccc(Cl)cc21 (configuration not stated)	-1.0	2.6	7.4	1.1	-1.7	1.0	6.0	-5.4	3.8	3.2
COc1ccc(CN2C(=NC(=O)C3CCCCC3)SC3CS(=O)(=O)CC32)cc1 (configuration not stated)	-6.9	4.3	0.9	3.4	-11.3	6.5	0.4	-3.1	-6.1	2.7
COc1ccc(/C=C/C(=O)NC(=S)Nc2ccc(N3CCN(C(C)=O)CC3)cc2)cc1	0.9	-1.1	-10.3	-5.0	-2.2	-6.7	2.0	-10.3	-4.0	-1.2
CCOC(=O)C1=C(COC(=O)CCOc2ccc(OC)cc2)NC(=O)NC1C (configuration not stated)	-4.3	-0.5	-4.3	-0.6	7.7	-2.7	4.4	-5.7	-2.1	-2.5
COc1ccc(Nc2nc(NCc3ccco3)nc(N)c2[N+](=O)[O-])cc1	1.6	-2.6	6.5	-0.6	15.0	-4.1	8.9	-6.7	-2.5	1.6
CCN(CC)C(=O)CSc1nnc(-c2ccccc2)o1	-3.2	-6.0	3.5	-1.3	-1.5	-1.3	-18.2	2.5	-1.8	-2.5
CCCn1c(SCC(N)=O)nnc1-c1ccco1	3.5	-0.7	-1.1	3.3	-3.4	-4.1	-2.1	5.0	-0.5	1.6
COc1ccc(Cc2nc3ccc(C(=O)N(C)Cc4nccs4)cc3o2)cc1OC	10.4	-0.8	4.7	-3.5	3.0	12.3	-20.2	-7.1	8.3	1.0
